Compound activity (PubChem)
FBA Mtb inh = Mtb FBA enzyme inhibitors, primary screen, biochemical, fluorescence, strain H37Rv | AID 588726, 2011 | hit rate 2.3% among 360,000 | purified M. tuberculosis FBA, fluorescence read-out | inhibition, % at 1 µM; in the data active = inhibition above about 27%;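 also: 0% = vehicle and 100% = reference inhibitor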
Rv3671c protease = Rv3671c serine protease inhibitors, primary screen, biochemical, fluorescence polarization, M. tuberculosis H37Rv; P9WHR9; hit rate 0.048% among 320,000; inhibition, % at 5.96 µM; AID 2606, 2010; in the data active = inhibition above about 38%;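 also: extracellular domain of Rv3671c used as enzyme; 0% = enzyme with DMSO and 100% = no enzyme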
Target sequence (P9WHR9 whole entry, looked up, the tested form may be a part): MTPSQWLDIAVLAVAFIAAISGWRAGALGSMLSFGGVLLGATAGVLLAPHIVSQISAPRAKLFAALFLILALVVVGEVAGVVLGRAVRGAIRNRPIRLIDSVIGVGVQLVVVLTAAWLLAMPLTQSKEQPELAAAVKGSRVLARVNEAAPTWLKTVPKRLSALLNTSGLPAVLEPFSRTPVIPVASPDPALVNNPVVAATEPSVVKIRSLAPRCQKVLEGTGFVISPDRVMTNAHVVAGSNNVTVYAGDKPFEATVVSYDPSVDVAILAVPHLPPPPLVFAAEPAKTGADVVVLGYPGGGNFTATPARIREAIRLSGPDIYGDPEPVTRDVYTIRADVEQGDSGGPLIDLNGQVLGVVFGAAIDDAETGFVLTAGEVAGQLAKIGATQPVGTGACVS
PrPC TRFRET = inhibitors of human cell surface prion protein PrPC, primary screen, cell-based, TR-FRET. hit rate 0.43% among 370,000. inhibition, % at 13.8 µM. TR-FRET read-out; in the data active = inhibition above about 24%; also: 0% = median of the test wells and 100% = reference compound wells
MazF activator = activators of E. coli MazEF toxin-antitoxin RNase, primary screen, biochemical, fluorescence, uHTS | Endoribonuclease toxin MazF (Escherichia coli (strain K12)), P0AE70 | AID 504720, 2011 | activation, % at 20 µM | hit rate 0.32% among 350,000 | FAM/BHQ RNA-DNA oligo cleavage fluorescence, 5 h; in the data active = activation above about 50%
Target sequence (P0AE70 whole entry, looked up): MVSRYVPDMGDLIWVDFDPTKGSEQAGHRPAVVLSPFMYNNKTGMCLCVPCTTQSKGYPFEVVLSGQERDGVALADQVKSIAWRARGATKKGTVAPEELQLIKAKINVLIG
Mtb UGM inh = M. tuberculosis UGM enzyme inhibitors, primary screen, biochemical, fluorescence polarization, single point; purified UGM, fluorescence polarization probe displacement; hit rate 0.06% among 320,000; UDP-galactopyranose mutase (Mycobacterium tuberculosis (strain ATCC 25618 / H37Rv)), …; inhibition, % at 10 µM; in the data active = inhibition above about 10%, passing the limit was not always enough; inconclusive = no clear call, values can overlap the other calls
Target sequence (P9WIQ1 whole entry, looked up): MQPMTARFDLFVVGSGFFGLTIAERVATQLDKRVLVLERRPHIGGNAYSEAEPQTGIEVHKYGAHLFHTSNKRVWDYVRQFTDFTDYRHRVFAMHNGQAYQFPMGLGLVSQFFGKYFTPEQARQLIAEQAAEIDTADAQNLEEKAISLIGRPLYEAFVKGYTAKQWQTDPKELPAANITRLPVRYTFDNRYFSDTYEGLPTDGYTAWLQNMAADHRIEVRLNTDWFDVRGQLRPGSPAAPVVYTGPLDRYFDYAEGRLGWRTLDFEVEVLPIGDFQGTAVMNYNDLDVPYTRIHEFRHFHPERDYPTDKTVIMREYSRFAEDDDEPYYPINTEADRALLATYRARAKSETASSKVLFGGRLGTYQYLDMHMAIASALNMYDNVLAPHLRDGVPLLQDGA
GDH-TPI counter = GDH-TPI coupling enzyme inhibitors, primary screen, artefact control for M. tuberculosis FBA inhibitor project, biochemical, absorbance, full deck. GDH-TPI coupled enzyme counterscreen, NADH absorbance. inhibition, % at 4.8 µM. hit rate 1.2% among 360,000. AID 588335, 2011; in the data active = inhibition above about 30%;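 also: 0% = DMSO wells and 100% = wells lacking the enzyme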
FadD28 FP inh = inhibitors of FadD28 bisubstrate probe binding, primary screen, biochemical, fluorescence polarization, single point. Mycobacterium tuberculosis FadD28 fatty-acid-AMP ligase. inhibition, % at 12.5 µM. hit rate 0.22% among 360,000; in the data active = inhibition above about 8.5%, passing the limit was not always enough; inconclusive = no clear call, values can overlap the other calls
BoNT F protease = BoNT/F light chain protease inhibitors, primary screen, biochemical, flow cytometry, MLPCN library; Multiplex microsphere protease cleavage assay; Botulinum neurotoxin type F light chain protease (Clostridium botulinum); inhibition, % at 10 µM; hit rate 0.22% among 360,000; in the data active = inhibition above about 35%, passing the limit was not always enough; inconclusive = no clear call, values can overlap the other calls; also: plate controls were buffer without enzyme for full effect and enzyme alone for no effect
BioA inh = M. tuberculosis BioA enzyme inhibitors, primary screen, biochemical, plate reader, single point, HTS; hit rate 0.096% among 360,000; inhibition, % at 9.99 µM; 7,8-diaminopelargonic acid synthase BioA (Mycobacterium tuberculosis); AID 602481, 2012; purified M. tuberculosis BioA enzyme; in the data active = inhibition above about 40%; inconclusive = no clear call, values can overlap the other calls
An asterisk follows results filed as active; ? = inconclusive; . = not tested or not shown.

item | SMILES | FBA Mtb inh | Rv3671c protease | PrPC TRFRET | MazF activator | Mtb UGM inh | GDH-TPI counter | FadD28 FP inh | BoNT F protease | BioA inh
1 | COC(=O)c1cc(C(=O)NC(C)C2CC3CCC2C3)cc([N+](=O)[O-])c1 (stereo not given) | 6.2 | -3.5 | -16.0 | -1.6 | -1.4 | 0.0 | -0.3 | 0.9 | -2.5
2 | CCCS(=O)(=O)N1CCCC(C(=O)Nc2ccc3c(c2)CCC3)C1 (stereo not given) | 2.1 | 0.4 | 6.3 | -8.6 | 2.4 | 1.7 | -0.3 | -4.7 | -2.7
3 | Cn1nc(C(=O)NNC(=O)c2cccc(Cl)c2)c2ccccc2c1=O | -0.3 | -0.2 | -10.0 | 0.5 | -2.5 | 13.4 | -2.3 | 1.3 | 1.0
4 | O=C(C1CCN(C2CC(=O)N(c3ccc(Cl)cc3)C2=O)CC1)N1CCOCC1 (stereo not given) | 13.2 | -1.2 | 6.5 | -0.2 | 3.7 | 5.1 | -0.6 | 0.3 | -2.2
5 | COc1ccccc1-c1cc(C(F)(F)F)nc(N2CCCC2)n1 | 2.0 | -0.3 | -4.2 | 0.0 | -0.7 | -0.9 | -0.6 | -13.6 | 1.3
6 | Cc1ccc(N(C(=O)Cc2cccs2)C(C(=O)NC2CCCC2)c2ccncc2)cc1 (stereo not given) | -2.1 | -15.4 | 4.9 | -21.9 | -3.4 | 9.3 | -0.5 | -0.8 | .
7 | COc1ccc(C2CC(c3ccc(C)cc3)=NN2C(=O)CCC(=O)O)cc1OC (stereo not given) | -0.1 | -2.6 | 1.5 | . | -3.0 | 5.1 | 1.3 | -4.1 | -1.9
8 | CCOC(=O)N1CCC(n2c(=S)[nH]c3cc(OCC)c(OCC)cc3c2=O)CC1 | -1.8 | 10.4 | -0.5 | 12.4 | . | 4.7 | -1.6 | 8.8 | .
9 | CN(C(=O)COC(=O)c1ccccc1Cc1ccccc1)C1CCS(=O)(=O)C1 (stereo not given) | -2.6 | 12.1 | -3.1 | -5.1 | -1.7 | -4.9 | -5.5 | 3.8 | 0.7
10 | COc1ccc(C(=O)NCCCOC(=O)c2ccc(OC)cc2)cc1 | -1.5 | 1.2 | -3.6 | 7.6 | -0.8 | 2.8 | -1.2 | 0.0 | 6.1
11 | CN(Nc1cccc(Cl)c1)c1cccc(Cl)c1 | 2.4 | . | -5.6 | -13.1 | . | 6.8 | -2.5 | -6.1 | -0.5
12 | CCN1CCN(C(=O)Cn2cnc3sc(C)c(S(=O)(=O)N4CCN(c5ncccn5)CC4)c3c2=O)CC1 | 1.9 | -14.8 | 2.6 | 2.2 | -0.1 | -5.5 | -3.0 | -4.0 | .
13 | C/C(NCCCn1ccnc1)=C(\C#N)C(N)=O | 0.3 | 4.8 | -3.5 | 4.6 | -1.0 | 0.8 | 0.4 | -6.0 | 8.6
14 | Cc1nnc(NC(=O)CSc2nc3ccccc3[nH]2)s1 | 0.5 | -0.3 | 11.2 | 3.6 | -2.5 | 1.6 | -0.7 | 0.3 | .
15 | Cc1ccc(S(=O)(=O)Nc2ccc3c(c2)OCCO3)cc1C | 6.2 | -1.1 | -2.3 | -6.1 | 1.2 | -4.2 | -1.9 | -2.3 | .
16 | O=c1o[nH]c(-c2ccccc2)c1C1=NCCCCC1 | -1.4 | 0.8 | 7.6 | -2.1 | -0.6 | 7.1 | 0.4 | -3.5 | -0.4
17 | Cc1nnc(NC(=O)CSc2ccc(-c3cccnc3)nn2)s1 | 0.0 | 1.0 | 6.1 | 4.6 | 4.6 | -3.6 | -4.7 | 0.8 | .
18 | Cc1ccc(NC(=O)CSc2nnc(-c3ccco3)o2)cc1 | 2.9 | -0.2 | 4.1 | 5.3 | 0.5 | 6.8 | -0.9 | -0.2 | .
19 | Cc1cc(=O)n(C(C)Cc2ccccc2)n1C(C)Cc1ccccc1 (stereo not given) | 7.0 | . | 13.2 | 1.5 | . | 13.8 | -0.6 | 1.5 | .
20 | COc1ccc(COC(=O)CCc2c[nH]c3ccccc23)cc1F | -0.6 | -1.6 | -2.4 | 0.8 | 1.3 | -1.0 | 1.6 | 2.6 | -0.8
21 | CCN(CC)S(=O)(=O)c1cccc(-c2nnc(SCCCC(=O)c3ccc(F)cc3)o2)c1 | 1.1 | -12.4 | 5.1 | -10.7 | 0.1 | -3.6 | -3.3 | 2.0 | -1.3
22 | Cc1ccc(CCN2C(Nc3ccccc3)=NC[C@@H]2C)cc1 | -1.2 | -0.8 | 3.2 | 6.1 | -0.9 | 4.5 | -4.9 | -10.0 | -0.8
23 | Cc1cccc(OCC(=O)NC2CC(C)(C)NC(C)(C)C2)c1 | -1.6 | 9.1 | 2.2 | 3.1 | -0.3 | -6.2 | 0.0 | 2.6 | 0.2
24 | O=C(C1CCCN(S(=O)(=O)c2ccc(Cl)cc2)C1)N(Cc1cccs1)C1CC1 (stereo not given) | 1.0 | -1.7 | 5.7 | 6.7 | 1.5 | -4.9 | -4.2 | 4.0 | -0.3
25 | Cc1cccc(NC(=O)CN(C)CC(=O)NC(c2ccccc2)c2ccccc2)c1C | 0.4 | -5.0 | -10.2 | -2.6 | -0.2 | -0.4 | -2.8 | 2.5 | -1.0
26 | CCc1nccn1CCC(=O)NC1CC(C)(C)Cc2c1cnn2-c1ccc(C)cc1 (stereo not given) | 5.0 | -7.0 | 0.6 | -0.6 | -0.8 | 2.2 | 0.1 | -5.8 | 2.0
27 | Cc1cc(NC(=O)C2CC(c3c(F)cccc3Cl)=NO2)n(-c2ccccc2)n1 (stereo not given) | -4.4 | 3.8 | -2.0 | 0.7 | -1.3 | -3.5 | -3.5 | -0.7 | .
28 | CCN(C(=O)CN1CCN(c2ccccc2O)CC1)c1c(N)n(Cc2ccccc2)c(=O)[nH]c1=O | 6.3 | -0.2 | 6.3 | -1.9 | -0.4 | 8.4 | 0.4 | -4.6 | .
29 | COc1ccc(C(=O)NC2CC3CCCC(C2)N3Cc2ccccc2)cc1 (stereo not given) | -6.9 | 1.8 | -7.8 | 10.0 | 1.3 | -11.8 | -3.6 | ? | -1.9
30 | COC(=O)C1=C(c2cc3ccccc3o2)C[C@@H]2CC[C@H]1N2C(=O)N1CCCCC1 | 0.1 | 5.5 | 15.4 | 7.9 | 1.1 | 10.8 | -4.3 | 0.3 | 1.5
31 | O=C(NC1CCCC1)C(c1ccncc1)N(C(=O)c1csnn1)c1ccc(Cl)cc1 (stereo not given) | 1.4 | 9.2 | 2.2 | 1.8 | -4.0 | -2.2 | . | 1.3 | 2.5
32 | CSc1ccc(CN2CCc3c([nH]c4ccccc34)C2)cc1 | -4.6 | -0.9 | -10.5 | 6.5 | 0.7 | 5.6 | -4.1 | -41.6 | -0.3
33 | Cc1ccccc1C(=O)NC1CC2CCC(C1)N2Cc1ccccc1 (stereo not given) | 1.3 | 6.8 | -1.3 | -2.5 | -1.0 | 1.3 | -0.5 | -14.0 | .
34 | NC(=O)C1CCN(C(=O)Cn2cccc2C(=O)c2ccccc2)CC1 | 1.3 | 3.4 | 0.1 | -2.0 | -1.7 | -6.1 | -3.8 | -14.8 | -1.1
35 | O=C(CCc1ccccc1Cl)Nc1ccc(S(=O)(=O)Nc2nccs2)cc1 | 0.3 | . | 3.0 | 1.0 | . | 7.6 | 1.7 | 9.0 | -0.4
36 | CCN(CC)CCN=C1CCCc2ccccc2N1 | 4.1 | -8.6 | -8.1 | 8.1 | 4.6 | -5.3 | -3.2 | 0.4 | -0.5
37 | COc1ccc(C2C3=C(N=C4SCC(=O)N42)c2ccccc2CC3)cc1 (stereo not given) | 1.8 | -5.6 | 0.2 | -3.5 | 1.9 | 3.1 | -0.5 | -12.5 | -1.0
38 | C/C(=N\NC1=NCCN1)c1ccc(Cl)cc1 | 1.8 | 5.7 | -12.7 | 8.4 | -2.9 | 2.6 | -1.1 | -6.0 | .
39 | CC(NC(=O)c1ccc(NS(C)(=O)=O)cc1)c1ccccc1 (stereo not given) | -3.0 | -2.4 | -2.8 | -1.0 | 1.1 | -1.9 | 2.3 | 10.9 | -1.1
40 | Cc1cccc(C)c1NC(=O)CSc1nnc([C@H](C)NC(=O)OC(C)(C)C)o1 | -2.6 | -2.2 | 6.4 | 9.2 | 1.6 | 8.1 | 0.8 | ? | 2.0
41 | O=C(NCCc1ccccc1)C1CCC(Cn2c(=O)c3ccccc3n(Cc3cccc(F)c3)c2=O)CC1 (stereo not given) | -6.9 | -7.8 | 0.2 | -7.8 | 0.1 | 0.7 | -1.3 | -1.2 | .
42 | O=C(/C=C/c1ccccc1)N(Cc1cccs1)C1CCS(=O)(=O)C1 (stereo not given) | -0.5 | 4.2 | -5.5 | 2.8 | -3.2 | 11.7 | -1.7 | . | 0.2
43 | CCOc1ccc(-c2cc(C(=O)NCc3ccc(C(F)(F)F)cc3)[nH]n2)c(C)c1 | 2.2 | . | -0.2 | . | . | 19.5 | 0.4 | 3.0 | -3.7
44 | Cc1ccc(C)c(NC(=O)C(=O)NCc2ccccn2)c1 | 0.5 | -0.7 | 3.4 | -2.9 | -0.5 | 0.6 | 0.1 | 1.9 | -0.8
45 | CC(C)Cc1nnc(NC(=O)C2CCCC2)s1 | 0.3 | 4.6 | -6.0 | -9.4 | -4.5 | 6.0 | -1.7 | 4.2 | -1.8
46 | CN(C)CCCNC(=O)C(=O)Nc1ccc2c(c1)N(S(=O)(=O)c1cccs1)CCC2 | 7.7 | -6.7 | -3.0 | -5.0 | 0.6 | 2.4 | -1.3 | -7.2 | -6.4

Of the compounds above, these have an NH in an aromatic ring:
item | SMILES | FBA Mtb inh | Rv3671c protease | PrPC TRFRET | MazF activator | Mtb UGM inh | GDH-TPI counter | FadD28 FP inh | BoNT F protease | BioA inh
8 | CCOC(=O)N1CCC(n2c(=S)[nH]c3cc(OCC)c(OCC)cc3c2=O)CC1 | -1.8 | 10.4 | -0.5 | 12.4 | . | 4.7 | -1.6 | 8.8 | .
14 | Cc1nnc(NC(=O)CSc2nc3ccccc3[nH]2)s1 | 0.5 | -0.3 | 11.2 | 3.6 | -2.5 | 1.6 | -0.7 | 0.3 | .
16 | O=c1o[nH]c(-c2ccccc2)c1C1=NCCCCC1 | -1.4 | 0.8 | 7.6 | -2.1 | -0.6 | 7.1 | 0.4 | -3.5 | -0.4
20 | COc1ccc(COC(=O)CCc2c[nH]c3ccccc23)cc1F | -0.6 | -1.6 | -2.4 | 0.8 | 1.3 | -1.0 | 1.6 | 2.6 | -0.8
28 | CCN(C(=O)CN1CCN(c2ccccc2O)CC1)c1c(N)n(Cc2ccccc2)c(=O)[nH]c1=O | 6.3 | -0.2 | 6.3 | -1.9 | -0.4 | 8.4 | 0.4 | -4.6 | .
32 | CSc1ccc(CN2CCc3c([nH]c4ccccc34)C2)cc1 | -4.6 | -0.9 | -10.5 | 6.5 | 0.7 | 5.6 | -4.1 | -41.6 | -0.3
43 | CCOc1ccc(-c2cc(C(=O)NCc3ccc(C(F)(F)F)cc3)[nH]n2)c(C)c1 | 2.2 | . | -0.2 | . | . | 19.5 | 0.4 | 3.0 | -3.7

Random draw from the library; any-hit rate near 4.8%.
